N370S GC – N370S glucocerebrosidase modulation, Gaucher chaperone candidate; AID 2101; 330,000 tested, 0.092% active; N370S GC spleen homogenate, 4MU-glucoside fluorescence; Potency, µM (series often up to 59.4 µM), for the others: at the highest dose activity change, negative = inhibition, actives largely listed as inhibitors; P04062;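 note: 0% = full enzyme activity and -100% = no enzyme basal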
TDP1 inh – blocks human tyrosyl-DNA phosphodiesterase 1. Q9NUW8. recombinant TDP1, AlphaScreen DNA substrate cleavage. Potency, µM (highest dose often 130 µM), inactives show at the top dose activity change, negative = inhibition, hits mostly inhibitors. 350,000 tested, 0.28% active; note: nearly all actives have a fitted effect of over 40% in size
Target sequence (Q9NUW8 whole entry, looked up): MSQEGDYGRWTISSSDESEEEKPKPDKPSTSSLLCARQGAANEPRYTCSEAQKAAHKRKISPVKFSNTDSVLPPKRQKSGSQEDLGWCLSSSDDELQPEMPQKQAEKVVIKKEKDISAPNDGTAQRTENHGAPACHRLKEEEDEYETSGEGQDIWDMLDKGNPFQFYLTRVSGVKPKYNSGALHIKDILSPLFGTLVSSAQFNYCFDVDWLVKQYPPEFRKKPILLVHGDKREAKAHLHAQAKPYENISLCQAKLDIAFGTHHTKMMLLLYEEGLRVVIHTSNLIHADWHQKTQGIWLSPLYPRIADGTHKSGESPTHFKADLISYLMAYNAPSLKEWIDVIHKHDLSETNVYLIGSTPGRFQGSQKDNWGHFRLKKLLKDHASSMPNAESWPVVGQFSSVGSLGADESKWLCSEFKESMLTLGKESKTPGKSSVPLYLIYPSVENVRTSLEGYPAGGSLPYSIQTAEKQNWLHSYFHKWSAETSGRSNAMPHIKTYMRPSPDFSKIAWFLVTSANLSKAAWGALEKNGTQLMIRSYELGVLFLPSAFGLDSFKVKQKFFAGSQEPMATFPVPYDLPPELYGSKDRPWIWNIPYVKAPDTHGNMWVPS
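Tdp1 1 nM final; 15 min RT w/ cpd; substrate 15 nM, 5 min; beads 10 ug/ml, 10 min; AlphaScreen read. Neg ctrl: no enzyme.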
TDP1 cell noCPT – qHTS for Inhibitors of human tyrosyl-DNA phosphodiesterase 1 (TDP1): qHTS in cells in absence of CPT | Potency, µM (top dose mostly 46.2 µM), for inactives: at the highest dose activity change, negative = growth inhibition, hits mostly inhibitors | DT40 Tdp1-/- hTDP1 cells, no CPT, ATP luminescence, 48 h | 420,000 tested, 15% active; note: nearly all actives have a fitted effect of over 55% in size
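Cells were dispensed at 400 per well, compounds added by pin tool, plates incubated ≥48 hr at 37 °C, then CellTiter-Glo added for 30 min at room temperature before luminescence reading. Line: DT40 Tdp1-/- complemented with hTDP1; camptothecin omitted.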
* marks the source's active call; other numbers are inactive results; ? = inconclusive; nt = no result given; [ ] = another dose, or the depositor's remark. Calls come from the whole dose curve; as a rule, active = well fitted curve in the direction sought with a large enough effect; inconclusive = small, poorly fitted or top-dose-only effect, or another doubt; inactive = no such curve, though single readings can be large; an effect the other way counts as inactive or inconclusive. Unless noted, % is set by controls: 0 for no effect and ±100 for the full control effect; potency is the fitted concentration of half-maximal effect.

SMILES	N370S GC	TDP1 inh	TDP1 cell noCPT
CC(c1ccc(F)cc1)n1c(Cn2ncc3ccccc3c2=O)n[nH]c1=S (configuration not stated)	-2%	3%	?
Cc1ccc(C)c(-n2cc(CNCCCn3cccn3)c(-c3ccccc3)n2)c1	5%	-1%	21µM*
C=CCn1c(NCc2ccco2)nc2ccccc21	-5%	nt	2%
Cc1sc(NC(=O)c2ccccc2F)c(CN2CCCCC2)c1C	-6%	5%	23µM*
c1ccc(-c2nnc(CN3CCN(C(c4ccccc4)c4ccccc4)CC3)o2)cc1	-2%	5%	?
COc1ccccc1CC1CC(=O)N(c2ccccc2)C1=O (configuration not stated)	-9%	nt	25%
O=C(CSc1nnc(CNC(=O)c2cccs2)o1)Nc1ccc(Br)cc1	-7%	1%	13%
CCOc1ccccc1NC(=O)CNC(=O)N1CC(=O)Nc2ccccc21	6%	5%	36%[activator]
Cc1c(C)c2ccc(OC(C)C(=O)N3CC[C@@]4(O)CCCC[C@H]4C3)cc2oc1=O (some centres not stated)	4%	nt	?
Cc1ccsc1C1Nc2ccccc2-c2nc3ccccc3n21 (configuration not stated)	6%	-5%	?
Cc1ccsc1C(=O)OCC(=O)N1CCN(c2ccccc2)CC1	nt	-4%	?
CCOc1ccc(C(c2nnnn2C(C)(C)C)N2CCN(C(=O)c3ccco3)CC2)cc1 (configuration not stated)	1%	nt	-10%
O=Cc1cc2cc3c(cc2nc1Cl)OCCO3	-3%	3%	?
O=C(CC(C(=O)O)C1CCCO1)NCc1ccccc1 (configuration not stated)	-15%	2%	-4%
C=CC[C@@H](CC(=O)N[C@@H](CO)Cc1ccccc1)C(=O)N[C@@H](COC(=O)[C@@H](CC=C)Cc1ccc(F)cc1)Cc1c[nH]c2ccccc12	nt	1%	21µM*
CCCCC(=O)Nc1ccc(C(=O)NNC(=S)NC(=O)c2ccco2)cc1	-8%	3%	23µM*
O=C(NCC(c1ccc(Cl)cc1)N1CCCCC1)c1ccc(F)cc1 (configuration not stated)	nt	6%	13µM*
O=C(O)C1CN(c2nc(Cl)ccc2[N+](=O)[O-])C1	-2%	nt	-13%
Cc1cc(C)n(-c2cc(C)c(C)cc2Br)n1	1%	4%	-24%
CCOC(=O)Cc1nnc(NC(=O)CSc2ccccc2)s1	-10%	1%	-18%
O=C(NCCc1ccccn1)C1CCCN(S(=O)(=O)Cc2ccccc2)C1 (configuration not stated)	3%	4%	-9%
Cc1ccc(C)c(S(=O)(=O)N2CCCC2CNC(=O)C(=O)NC2CCCC2)c1 (configuration not stated)	-3%	nt	-32%
O=C(COC(=O)COc1ccccc1[N+](=O)[O-])NCc1ccc2c(c1)OCO2	nt	-21%	15%
C/C(=N\Nc1nc2ccccc2s1)c1ccc(Br)s1	0%	nt	?
N/C(=N\OS(=O)(=O)c1ccc(Br)cc1)c1ccncc1	-5%	9%	-17%
CCCC(C)NC(=O)c1cc(Cl)ccc1OC (configuration not stated)	13%	-1%	2%
O=C(N/N=C/c1ccncc1)C1CC1(c1ccccc1)c1ccccc1 (configuration not stated)	-20%	4%	?
COc1cc(OC)c(OC)cc1CNc1sc2c(c1C(=O)Nc1ccccc1OC)CCC2	nt	8%	21µM*
CC1=CC(C)(C)Nc2ccc(OC(=O)C(C)N3C(=O)c4ccccc4C3=O)cc21 (configuration not stated)	2%	11%	2.6µM*
CCCC(=O)Nc1cc(C(=O)NCc2ccc(OC)cc2)ccc1S(=O)(=O)c1ccc(Cl)cc1	nt	0%	?
CN(CC(=O)Nc1ccc(F)c(F)c1F)C(=O)c1ccc(-n2cncn2)cc1	nt	1%[56.1 µM]	14%
COC(=O)c1cc(NC(=O)c2cccnc2)ccc1N1CCOCC1	-2%	2%	0%
COc1cc(OC)c(NC(=O)c2csc3c2CCC(C)C3)cc1Cl (configuration not stated)	nt	-2%	?
Cc1cccc(NC(=S)NCC(c2cccnc2)N(C)C)c1 (configuration not stated)	-11%	2%	5%
O=S(=O)(Nc1cccnc1Cl)c1ccc(F)cc1	-7%	0%[0.0935 µM]	-9%
O=C(NCC1CCCO1)c1cc2ccccc2oc1=O (configuration not stated)	7%	1%	-14%

Part of the list above, with bars between the fields:
canonical_smiles | N370S GC | TDP1 inh | TDP1 cell noCPT
CC(c1ccc(F)cc1)n1c(Cn2ncc3ccccc3c2=O)n[nH]c1=S (configuration not stated) | -2% | 3% | ?
Cc1ccc(C)c(-n2cc(CNCCCn3cccn3)c(-c3ccccc3)n2)c1 | 5% | -1% | 21µM*
C=CCn1c(NCc2ccco2)nc2ccccc21 | -5% | nt | 2%
Cc1sc(NC(=O)c2ccccc2F)c(CN2CCCCC2)c1C | -6% | 5% | 23µM*
c1ccc(-c2nnc(CN3CCN(C(c4ccccc4)c4ccccc4)CC3)o2)cc1 | -2% | 5% | ?
COc1ccccc1CC1CC(=O)N(c2ccccc2)C1=O (configuration not stated) | -9% | nt | 25%
O=C(CSc1nnc(CNC(=O)c2cccs2)o1)Nc1ccc(Br)cc1 | -7% | 1% | 13%
CCOc1ccccc1NC(=O)CNC(=O)N1CC(=O)Nc2ccccc21 | 6% | 5% | 36%[activator]
Cc1c(C)c2ccc(OC(C)C(=O)N3CC[C@@]4(O)CCCC[C@H]4C3)cc2oc1=O (some centres not stated) | 4% | nt | ?
Cc1ccsc1C1Nc2ccccc2-c2nc3ccccc3n21 (configuration not stated) | 6% | -5% | ?
Cc1ccsc1C(=O)OCC(=O)N1CCN(c2ccccc2)CC1 | nt | -4% | ?
CCOc1ccc(C(c2nnnn2C(C)(C)C)N2CCN(C(=O)c3ccco3)CC2)cc1 (configuration not stated) | 1% | nt | -10%
O=Cc1cc2cc3c(cc2nc1Cl)OCCO3 | -3% | 3% | ?
O=C(CC(C(=O)O)C1CCCO1)NCc1ccccc1 (configuration not stated) | -15% | 2% | -4%
C=CC[C@@H](CC(=O)N[C@@H](CO)Cc1ccccc1)C(=O)N[C@@H](COC(=O)[C@@H](CC=C)Cc1ccc(F)cc1)Cc1c[nH]c2ccccc12 | nt | 1% | 21µM*
CCCCC(=O)Nc1ccc(C(=O)NNC(=S)NC(=O)c2ccco2)cc1 | -8% | 3% | 23µM*
O=C(NCC(c1ccc(Cl)cc1)N1CCCCC1)c1ccc(F)cc1 (configuration not stated) | nt | 6% | 13µM*
O=C(O)C1CN(c2nc(Cl)ccc2[N+](=O)[O-])C1 | -2% | nt | -13%
Cc1cc(C)n(-c2cc(C)c(C)cc2Br)n1 | 1% | 4% | -24%
CCOC(=O)Cc1nnc(NC(=O)CSc2ccccc2)s1 | -10% | 1% | -18%
O=C(NCCc1ccccn1)C1CCCN(S(=O)(=O)Cc2ccccc2)C1 (configuration not stated) | 3% | 4% | -9%
Cc1ccc(C)c(S(=O)(=O)N2CCCC2CNC(=O)C(=O)NC2CCCC2)c1 (configuration not stated) | -3% | nt | -32%
O=C(COC(=O)COc1ccccc1[N+](=O)[O-])NCc1ccc2c(c1)OCO2 | nt | -21% | 15%
C/C(=N\Nc1nc2ccccc2s1)c1ccc(Br)s1 | 0% | nt | ?

More structures follow.
SMILES	N370S GC	TDP1 inh	TDP1 cell noCPT
O=S(=O)(c1ccccc1F)N1CCN(CC(O)c2ccccc2)CC1 (configuration not stated)	-18%	-1%	8%
Cc1cc(C)cc(C(=O)NC(CC(N)=O)c2ccc(NCCN3CCCC3)c([N+](=O)[O-])c2)c1 (configuration not stated)	-1%	nt	-22%
O=C(CCS(=O)(=O)c1ccc(Cl)cc1)NCCC1=CCCCC1	0%	2%	-7%
CC(=O)Nc1ccccc1OCC(=O)NCCc1ccc(Cl)cc1Cl	5%	-3%	?
O=C(Cn1nc(Cl)nc1Cl)Nc1ccccc1	2%	-10%	-16%
CN1C(=O)/C(=C\c2cccc(OCc3ccccc3)c2)SC1=S	-3%	nt	14%
COCCCNC(=O)c1[nH]c2ccccc2c1Sc1ccc(C)cc1	nt	11%	-30%
COc1ccc(NC(=O)Cn2c(NCC(C)O)nc3ccccc32)cc1Cl (configuration not stated)	-7%	2%	-1%
CC(CNC(=O)Cn1ccc(N)nc1=O)c1ccccc1 (configuration not stated)	nt	0%	8%
CCN(CC1CCCO1)C(=O)c1cc(COc2ccc(OC)cc2Cl)on1 (configuration not stated)	-17%	1%	-4%
Cc1ccc2nc(SCn3nnc4ccccc4c3=O)[nH]c2c1	1%	4%	-14%
O=C(COc1ccccc1F)OCc1cc(=O)n2nc(C3CC3)sc2n1	nt	3%	-1%
CC(C)C1C(=O)Nc2ccc(S(=O)(=O)NCCc3ccc(Cl)cc3)cc21 (configuration not stated)	nt	6%	23µM*
CCCCNC(C(=O)Nc1cccc(S(=O)(=O)N2CCOCC2)c1)c1ccccc1 (configuration not stated)	-2%	3%	?
O=C(Cn1nnc(-c2cccs2)n1)NCc1ccco1	-6%	-2%	-1%
C=CCC(C#Cc1ccc(C)cc1)N(CC)CC (configuration not stated)	7%	1%	-31%
Cc1ccccc1NC(=O)c1ccc(-n2cncn2)nc1	-1%	3%	-17%
O=C1/C(=C\c2ccsc2)N2CCC1CC2	0%	4%	-1%
c1ccc(Cn2c(Sc3nnnn3-c3ccccc3)nnc2-c2ccccc2)cc1	-4%	7%	?
O=C(CCc1nnc(-c2ccccc2)o1)c1ccc(Cl)cc1	8%	2%	?
COc1ccc(NC(=O)c2cc3nc(-c4ccc(Cl)c(Cl)c4)cc(C(F)(F)F)n3n2)c(OC)c1	nt	0%[12.3 µM]	6%
COc1ccc(CNC(=S)Nc2ccc3nc(N4CCN(C)CC4)cc(C)c3c2)cc1	-4%	9%	?
O=C(NNC(=O)c1ccc[nH]1)Nc1cccc(C(F)(F)F)c1	6%	6%	-13%
O=C(NCc1nc2ccccc2[nH]1)C1=C[C@@H](c2ccccc2)C[C@@H](OCCCCO)O1	2%	10%	?
Cc1cc(C)cc(Nc2nnc(-n3nc(C)cc3C)c3ccccc23)c1	nt	-2%	?
Cc1cccc(C(=O)O/N=C2\CCCc3ccccc32)c1	?	-8%	?
COc1cc2nc(C3CCC3)n(NC(=O)C3CCCC(OC)C3)c(=O)c2cc1OC (configuration not stated)	4%	2%	-20%
N#Cc1c(-c2ccccc2)cc(-c2ccccc2)[nH]c1=O	?	nt	-1%
O=C(NCC1CCCO1)c1cn(Cc2ccccc2)nc1-c1ccccc1 (configuration not stated)	nt	-4%	-8%
Cc1ccc(NC(=O)CSc2n[nH]c(-c3ccc(F)cc3)n2)cc1F	nt	8%	?
CC(C)N1CCN(c2ccncc2S(=O)(=O)N2CCOCC2)CC1	-7%	1%	0%
O=C(NCCCN1CCOCC1)C(=O)NCC1OCCN1S(=O)(=O)c1ccc(F)cc1 (configuration not stated)	-7%	3%	-12%
COc1ccc(NC(=O)CCSc2cc(C)c3ccccc3n2)cc1	2%	-2%	-17%
Cc1c(C)n(C)c2ccc(C(=O)NCCCN3CCN(c4ccccc4F)CC3)cc12	-8%	16%	?
COC(=O)CCSCC(=O)Nc1ccc(S(=O)(=O)N2CCOCC2)cc1OC	-4%	nt	28%
Cc1cc(Cl)ccc1OCCCC(=O)N1CCN(C)CC1	-1%	-2%	-24%
COc1ccc(C)cc1S(=O)(=O)N1CCCC(C(=O)NCC2CCCO2)C1 (configuration not stated)	1%	0%	-14%
COc1cc(C2NC(=S)NC(c3ccccc3)=C2C(C)=O)cc(Br)c1OCC(N)=O (configuration not stated)	-10%	6%	-2%
COc1ccc(/C=C/C(=O)N2CCC(c3ccccc3)C2)cc1 (configuration not stated)	4%	-5%	-6%
CCOC(=O)CNC1CC(=O)N(c2cccc(Cl)c2)C1=O (configuration not stated)	-3%	1%	-10%

An excerpt; count on the stated rates, not on these rows.
